Screening data: PubChem, Sanford-Burnham Center for Chemical Genomics
Mdm2 MdmX PPI – inhibitors of human Mdm2/MdmX interaction; O15151+Q00987; SaOS-2 split-luciferase Mdm2/MdmX complementation, luminescence; inhibition, % at 8 µM; 330,000 compounds, 3% hits; AID 485346;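 active means inhibition of at least 50% at 8 µM in the primary screen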
697 NFkB inh – inhibitors of the PMA/ionomycin-induced NF-kB reporter in 697 B cells. 697 B-cell NF-kB luciferase reporter, 16 h. inhibition, % at 4 µM. 330,000 compounds, 0.33% hits; in the data active means inhibition above about 35%
Gli-Sufu antag – antagonists of Gli-Sufu signaling; AID 588413; 340,000 compounds, 0.74% hits; Sufu-KO-LIGHT fibroblasts, Gli luciferase reporter luminescence; inhibition, % at 5 µM;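 active means inhibition above about 55%, limit read from the data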;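 further: 0% = DMSO-treated cells and 100% = wells with medium but no cells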
CHOP UPR activ – activators of apoptotic arm of unfolded protein response (CHOP) | activation, % at 10 µM | CHO-CHOP luciferase reporter, UPR activation, luminescence; percent of tunicamycin response over DMSO baseline | 330,000 compounds, 0.34% hits;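 active means at 10 µM dose, activation of 40% or more, normalized to positive control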;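 further: 100% = tunicamycin at 10 µg/mL and 0% = DMSO alone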
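System: CHO-CHOP luciferase reporter cell line | Buffer or medium: F12 medium containing 10% fetal bovine serum | Doses: One dose, 10 µM in 0.5% DMSO | Times: 6 h compound exposure at 37 °C after overnight seeding | Signal: Luciferase luminescence | Read-out: % activation vs tunicamycin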
Jurkat NFkB inh – inhibitors of the PMA/ionomycin-induced NF-kB reporter in Jurkat cells. inhibition, % at 4 µM. PMA/ionomycin-induced NF-kB luciferase reporter, luminescence. AID 435003. 330,000 compounds, 0.53% hits; in the data active means inhibition above about 50%
CCR6 antag – CCR6 (human) receptor antagonism. P51684. CHO-K1 CCR6 PathHunter beta-arrestin, luminescence, CCL20-stimulated. inhibition, % at 20 µM. 340,000 compounds, 0.49% hits. AID 493098;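 active means compounds whose inhibition of the agonist-driven luminescence signal at 20 µM reaches about 50%, limit read from the data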;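 further: cells stimulated with CCL20 at 14 nM final; plate controls were DMSO with CCL20 for no effect and DMSO without agonist for full effect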
Target sequence (P51684 whole entry, looked up): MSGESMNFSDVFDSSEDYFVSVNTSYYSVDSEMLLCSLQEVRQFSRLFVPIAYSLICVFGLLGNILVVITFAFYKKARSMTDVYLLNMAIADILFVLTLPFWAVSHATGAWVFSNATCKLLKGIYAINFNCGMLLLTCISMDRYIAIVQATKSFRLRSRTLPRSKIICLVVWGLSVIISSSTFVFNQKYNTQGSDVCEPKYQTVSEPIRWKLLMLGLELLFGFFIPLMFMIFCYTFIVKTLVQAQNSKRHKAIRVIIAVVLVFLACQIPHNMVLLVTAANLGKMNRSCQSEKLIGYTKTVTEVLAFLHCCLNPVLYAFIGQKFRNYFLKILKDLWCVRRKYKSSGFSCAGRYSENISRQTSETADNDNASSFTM
EBI2 antag – antagonists of human EBI2 receptor | EBI2 beta-arrestin recruitment, luminescence, 7a,25-OHC stimulated | AID 651636 | inhibition, % at 5 µM | P32249 | 360,000 compounds, 0.81% hits; in the data active means inhibition above about 38%;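 further: enzyme fragment complementation signal reports receptor beta-arrestin coupling in cells; 0% = agonist plus DMSO wells and 100% = wells without agonist; some results beyond the cut were filed as inactive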
Target sequence (P32249 whole entry, looked up, the tested form may be a part): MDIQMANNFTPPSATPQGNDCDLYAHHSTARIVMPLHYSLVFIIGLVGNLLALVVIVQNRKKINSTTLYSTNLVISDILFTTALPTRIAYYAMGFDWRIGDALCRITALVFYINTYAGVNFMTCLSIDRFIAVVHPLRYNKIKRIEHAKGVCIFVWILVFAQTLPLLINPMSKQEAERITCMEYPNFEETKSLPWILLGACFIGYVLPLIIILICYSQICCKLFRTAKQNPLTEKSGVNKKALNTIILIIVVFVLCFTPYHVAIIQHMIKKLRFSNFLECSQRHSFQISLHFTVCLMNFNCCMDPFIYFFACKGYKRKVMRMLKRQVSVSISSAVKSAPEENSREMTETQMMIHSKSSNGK
XBP1 UPR activ – activators of adaptive arm of unfolded protein response (XBP1); CHO-XBP1 luciferase reporter, IRE1-XBP1 UPR activation, luminescence; percent of tunicamycin response, DMSO as zero; activation, % at 20 µM; 330,000 compounds, 0.33% hits;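 active means versus positive control, 20 µM dose yields 30% or more activation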;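 further: 100% = tunicamycin at 10 µg/mL and 0% = DMSO only wells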
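Material – CHO cell line with stable XBP1 luciferase reporter · Buffer or medium – F12 plus 10% FBS · Compound – single point, 20 µM final compound, 1% DMSO · Schedule – 16-18 h cell attachment at 37 °C, then 6 h compound exposure · Signal – Steady-Glo luminescence read · Benchmarks – high control tunicamycin 10 µg/mL final, low control DMSO vehicle only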
CXCR6 block – CXCR6 (human) receptor inhibition. inhibition, % at 20 µM. CHO-K1 PathHunter CXCR6 beta-arrestin, luminescence. O00574. AID 602244. 360,000 compounds, 0.36% hits; in the data active means inhibition above about 34%, passing the limit was not always enough;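 further: antagonist mode with CXCL16 agonist at 10 nM final; 0% = 10 nM CXCL16 with DMSO and 100% = unstimulated wells without agonist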
Target sequence (O00574 whole entry, looked up): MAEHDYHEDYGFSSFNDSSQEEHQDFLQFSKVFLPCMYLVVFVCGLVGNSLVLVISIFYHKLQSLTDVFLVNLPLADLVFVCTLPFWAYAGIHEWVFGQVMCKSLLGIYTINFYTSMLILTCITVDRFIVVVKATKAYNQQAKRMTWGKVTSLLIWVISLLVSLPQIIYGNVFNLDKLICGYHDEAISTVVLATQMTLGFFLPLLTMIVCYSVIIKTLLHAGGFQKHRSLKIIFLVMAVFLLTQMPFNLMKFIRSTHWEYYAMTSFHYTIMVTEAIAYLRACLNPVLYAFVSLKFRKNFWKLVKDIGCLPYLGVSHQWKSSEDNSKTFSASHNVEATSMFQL
Starred values were filed as active, the others as inactive; / = not tested or not shown.

SMILES	Mdm2 MdmX PPI	697 NFkB inh	Gli-Sufu antag	CHOP UPR activ	Jurkat NFkB inh	CCR6 antag	EBI2 antag	XBP1 UPR activ	CXCR6 block
O=C(Cc1csc(Nc2nc(=S)[nH]c3ccccc23)n1)N1CCN(c2cccc(Cl)c2)CC1	35	-2	9	0.9	7	27	5	-6	25
O=C(Nc1nc2c(s1)CCCC2)c1ccc2ncsc2c1	-213	-224	-72	0.2	-183	4	26	0	-7
Fc1ccc(NCc2cccnc2)cc1	2	5	1	-0.6	-9	-18	-7	10	-3
Cc1scc(C(=O)Nc2ccon2)c1-c1ccccc1	16	30	-7	1.5	3	7	2	-2	-4
O=C(CNC(=O)c1sc2ccccc2c1Cl)NCc1cccc(C(F)(F)F)c1	36	16	-1	0.6	18	16	11	-2	6
COC(=O)c1cn(CCC#N)nc1-c1ccc2ccccc2c1	9	16	24	-0.6	0	14	-2	-2	-8
O=C(NC1CC1)C1CCN(S(=O)(=O)c2cc(Cl)ccc2Cl)CC1	19	-7	10	0.0	0	10	-1	-1	-2
CCN(CC)S(=O)(=O)c1cccc2c(N(C)C)cccc12	13	-8	4	-2.0	-19	5	-3	-2	-6
CN(CC(=O)Nc1ccc(F)c(F)c1F)C(=O)C1CCN(C(=O)Nc2ccccc2)CC1	9	-9	-2	0.4	-4	6	-7	-2	-5
CC(NC(=O)C1CCC1)c1ccc(Cl)cc1 (stereo not drawn)	-7	4	3	0.2	11	7	-8	0	-2
CC1=C(C(=O)OC(C)(C)C)C(c2ccco2)C(C#N)=C(N)O1 (stereo not drawn)	-12	-23	1	-1.8	-24	15	4	-1	-6
Cc1ccc(NC(=O)/C=N/OCC(=O)NCc2ccccc2Cl)cc1	4	2	0	1.0	-6	9	11	-1	-11
CC1CCc2nn(CC(=O)Nc3c(F)cc(F)cc3Br)cc2C1 (stereo not drawn)	-27	-8	-4	2.6	-7	2	-6	-1	1
CCOc1ccccc1OCCCC(=O)NCCc1ccc(S(N)(=O)=O)cc1	-8	18	-7	0.6	2	13	-1	-5	0
Cc1cccc(C(C)C)c1NC(=O)CSc1cccc[n+]1[O-]	6	11	1	-1.4	3	1	8	2	8
Cc1ccc(-c2cc(C(=O)N3CCN(c4ncccn4)CC3)c3cc(Br)ccc3n2)o1	22	24	3	0.1	-7	40	3	-2	5
O=C(Nc1cccc(C(=O)O)c1)/C(=C\c1ccco1)NC(=O)c1ccc(Br)o1	14	5	-12	1.5	9	7	-14	3	0
COc1ccc(S(=O)(=O)NCc2ccco2)cc1-c1nnc2c3ccccc3c(C)nn12	34	12	0	1.2	15	1	1	4	-10
COc1ccc(N(C(=O)c2snc(C(N)=O)c2N)C(C(=O)NC2CCCC2)c2ccco2)c(OC)c1 (stereo not drawn)	25	13	11	0.3	-9	7	23	1	11
Cn1nnnc1SCC(=O)N1CCN(c2cccc(Cl)c2)CC1	5	18	1	1.8	6	13	-12	2	2

Looked up above:
O=C(Cc1csc(Nc2nc(=S)[nH]c3ccccc23)n1)N1CCN(c2cccc(Cl)c2)CC1 @ Gli-Sufu antag = 9
Fc1ccc(NCc2cccnc2)cc1 @ Mdm2 MdmX PPI = 2
COc1ccc(N(C(=O)c2snc(C(N)=O)c2N)C(C(=O)NC2CCCC2)c2ccco2)c(OC)c1 (stereo not drawn) @ Gli-Sufu antag = 11

More records:
SMILES	Mdm2 MdmX PPI	697 NFkB inh	Gli-Sufu antag	CHOP UPR activ	Jurkat NFkB inh	CCR6 antag	EBI2 antag	XBP1 UPR activ	CXCR6 block
Cc1cccc(NC(=O)CSc2cccc3cccnc23)c1C	-7	-2	9	2.2	-11	16	-1	-2	6
Cc1ccc2c(N)c(C(=O)c3ccccc3)sc2n1	21	-53	-31	6.3	-10	9	6	7	4
CCOc1ccccc1C(=O)OCC(=O)NCc1ccc2c(c1)OCO2	-20	-31	11	-0.6	-19	7	5	-3	-5
CN(Cc1ccccc1)C(=O)COC(=O)c1cc(=O)[nH]c2ccccc12	9	-2	0	2.0	1	3	-13	1	4
Cc1noc(C)c1COC(=O)COc1ccc(C#N)cc1	10	-3	-9	-0.2	2	6	-1	1	-5
CS(=O)(=O)N1CCCC(C(=O)NCc2cccs2)C1 (stereo not drawn)	-4	0	5	-2.4	-1	2	-7	6	1
COc1ccc(C2(C)NC(=O)N(CC(=O)Nc3ccc(S(=O)(=O)N4CCCC4)cc3)C2=O)cc1 (stereo not drawn)	6	19	5	1.4	-1	15	-1	-3	-8
O=C(Nc1ccc(Cl)cc1C(F)(F)F)C(Sc1nnc(-c2cccs2)o1)c1ccccc1 (stereo not drawn)	34	-50	-19	1.2	-1	20	-9	0	14
COc1ccc(C(=O)Nc2ccc3[nH]ccc3c2)cc1	-65	-202	-87	-3.9	-22	4	12	-6	1
CCC(Sc1nncn1C)C(=O)Nc1ccccc1OC (stereo not drawn)	7	-17	-4	-3.0	-8	2	-6	1	2
c1ccc(SCCOCCn2cncn2)cc1	-7	13	-8	-1.7	-2	-24	-4	-3	-11
CSCC[C@H](NC(=O)OC(C)(C)C)c1nnc(SCC(=O)Nc2ccc(C)cc2C)o1	22	12	-2	-3.0	-1	-5	-2	-5	-16
O=C(Nc1ccccc1N1CCOCC1)c1ccc(OCc2cscn2)cc1	28	-6	7	0.2	12	1	-1	2	-14
CCOC(=O)Cc1csc(NC(=S)NC(=O)c2ccc(Cl)cc2)n1	12	45*	9	-2.0	9	20	-5	-1	12
CCCCc1ccc(NC(=O)Nc2c(C)n(C)n(-c3ccccc3)c2=O)cc1	-5	20	4	2.5	-7	9	-12	-2	-1
CN1C(=O)C(c2ccccc2[N+](=O)[O-])C(=O)c2ccccc21 (stereo not drawn)	24	7	3	-0.7	-9	11	-1	1	32
COc1ccc(NC(=O)N(C)C[C@H]2Oc3c(NC(=O)c4nc5ccccc5s4)cccc3C(=O)N([C@@H](C)CO)C[C@H]2C)cc1	28	11	2	0.5	2	1	-7	-1	-4
CCN(CC(=O)Nc1c(F)cccc1F)C(=O)CNC(=O)c1ccco1	11	-20	2	3.3	10	6	-4	-1	-2
O=C(O)c1ccccc1N/C=C\[N+](=O)[O-]	-13	6	-2	-0.5	3	2	0	-3	-8
CCOC(=O)C(C)n1cnc2c(nnn2-c2cccc(Cl)c2)c1=O (stereo not drawn)	-13	-14	28	0.5	9	3	2	1	-1

Only CXCR6 block and Gli-Sufu antag, for some of the entries so far:
molecule	CXCR6 block	Gli-Sufu antag
Cc1ccc(-c2cc(C(=O)N3CCN(c4ncccn4)CC3)c3cc(Br)ccc3n2)o1	5	3
CCN(CC)S(=O)(=O)c1cccc2c(N(C)C)cccc12	-6	4

(cont.)
SMILES	Mdm2 MdmX PPI	697 NFkB inh	Gli-Sufu antag	CHOP UPR activ	Jurkat NFkB inh	CCR6 antag	EBI2 antag	XBP1 UPR activ	CXCR6 block
CCN(CC)C(=O)[C@H]1C[C@H](CC(=O)NCc2cccc(C(F)(F)F)c2)C(=O)N2CCc3c([nH]c4ccc(Cl)cc34)[C@]12C	41	11	1	1.9	/	2	4	8	-5
CC(C)=CC(=O)Nc1ccc(S(=O)(=O)Nc2ccccn2)cc1	15	18	-4	-0.6	12	6	-8	-2	7
O=C(Nc1cccc(CNCCc2c[nH]c3ccccc23)c1)c1ccccc1Cl	4	0	-6	2.3	-20	2	2	1	-4
Nc1ccccc1Sc1nc2ccccc2[nH]1	-24	-10	7	0.5	-14	-7	64*	-6	-13
CC(NC(=S)Nc1ccc(S(N)(=O)=O)cc1)c1ccc2c(c1)OCO2 (stereo not drawn)	-2	-9	-6	-0.9	4	-1	-7	-3	-1
COC(=O)c1ccccc1NC(=O)Nc1cc(C(C)(C)C)on1	28	-120	8	4.2	-62	8	0	2	4
O=C(CNC(=O)c1ccc(Cl)cc1)c1ccccc1	-73	-112	-45	2.8	-107	9	1	-3	-3
C=CCOc1ccc(/C(O)=C2/C(=O)C(=O)N(CCCN3CCOCC3)C2c2ccccc2)cc1 (stereo not drawn)	13	-14	-10	1.1	-2	10	3	1	-2
O=C(N/N=C/c1ccncc1)c1cccc(N/N=C/c2ccncc2)c1	30	-1	-16	1.7	5	-11	-2	-1	-1
O=C(O)c1ccc(N2C(=O)CC(N3CCN(c4cccc(C(F)(F)F)c4)CC3)C2=O)cc1 (stereo not drawn)	-2	3	10	3.0	0	15	11	-3	3
CCC/C(=N\NC(=O)CNC(=O)c1ccc(Cl)cc1)c1ccccc1	-19	6	2	6.4	0	16	11	1	-11
CN1C(=C2C(=O)OC(C)(C)OC2=O)Sc2ccccc21	-22	-55	-45	2.4	-40	1	-9	0	0
Cc1nc(C(F)(F)F)ccc1C(=O)N1CCCCC1	-5	-2	-12	0.3	7	2	-10	0	-14
COc1ccc(-c2nnn(CCc3nn[nH]n3)n2)cc1OC	13	2	-3	-0.6	0	16	-9	2	-4
CCOC(=O)c1c(NC(=O)CN2CCOCC2)sc2c1CCCC2=O	36	22	1	1.5	4	6	0	-1	-2
Cc1cccc(NC(=S)NC(C)C(c2cccs2)N2CCN(C)CC2)c1C (stereo not drawn)	8	-4	10	-0.5	-1	10	-15	-3	2
O=C(Cn1cc(/C=C\[N+](=O)[O-])c2ccccc21)Nc1ccccc1	31	-3	5	61*	-8	43	-38	11	35
CC1=C(C#N)C(Nc2cccc(C)n2)(C(F)(F)F)C(=O)N1 (stereo not drawn)	-6	15	-2	-1.0	-1	1	11	-1	-2
COc1ccc(C2c3c4c(n(C)c3CCN2C)CCN(C)C4c2ccc(OC)cc2)cc1 (stereo not drawn)	36	15	6	-1.9	-10	-1	-8	1	-3
O=C(NCC1CCN(c2ccc(S(=O)(=O)N3CCOCC3)cc2)CC1)c1ccc(Cl)cc1	29	-23	33	-2.6	12	-24	-9	0	0
Cc1cc(C(=O)CN2C(=O)NC3(CCCCC3)C2=O)c(C)n1-c1ccc2c(c1)OCO2	37	1	3	3.1	-7	8	-4	-2	-1
Cc1cccc(S(=O)(=O)c2c(N)n(Cc3ccco3)c3nc4ccccc4nc23)c1	17	11	1	1.8	28	-1	21	-3	14
Cc1cccc(N2C(N)=NC(N)=NC23CCCCC3)c1	/	/	-2	/	/	5	8	/	0
CNC(=O)CCc1nc(-c2ccc(C(C)(C)C)cc2)no1	-22	84*	24	-9.1	-91	2	2	-7	-13
CS(=O)(=O)c1ccc(Cl)c(NC(=O)COC(=O)/C=C/c2cnc3ccccc3n2)c1	-10	22	4	0.1	-9	7	-3	-3	0
O=C(COc1ccccc1[N+](=O)[O-])OC1CCS(=O)(=O)C1 (stereo not drawn)	9	10	4	0.5	15	1	-3	-2	-1
CN(C)c1ccc(NC(=O)c2ccc(Cn3cc([N+](=O)[O-])cn3)cc2)cc1	-24	-10	-23	2.2	-14	-2	15	1	-7
N=c1n(Cc2ccc(Cl)cc2)c2ccccc2n1CC(O)c1ccco1 (stereo not drawn)	50	-18	27	-2.2	13	14	-4	-2	-1
CC(=O)c1cccc(-n2nnnc2SCC(=O)Nc2cc(C)on2)c1	15	11	27	-2.1	24	10	4	-4	7
Cc1nc2nc(-c3cccnc3)nn2c(C)c1Cl	0	-24	-11	3.5	-20	-17	-2	-1	8
Cc1ccc(S(=O)(=O)N(C)C)cc1NC(=O)c1ccncc1	8	22	-8	-2.1	2	3	8	-3	-8
CCOc1ccccc1N(C)S(=O)(=O)c1ccc2[nH]cc(C(=O)N(CCOC)CCOC)c(=O)c2c1	16	8	29	1.8	3	-6	-8	3	-1
